D1 agonist = agonists of human D1 dopamine receptor; activation, % at 2 µM; AID 504660; 1% of 360,000 active; HEK293 T-REx D1 cells, calcium flux, agonist mode; P21728; in the data active = activation above about 30%; also: 0% is about no effect
Target sequence (P21728 whole entry, looked up): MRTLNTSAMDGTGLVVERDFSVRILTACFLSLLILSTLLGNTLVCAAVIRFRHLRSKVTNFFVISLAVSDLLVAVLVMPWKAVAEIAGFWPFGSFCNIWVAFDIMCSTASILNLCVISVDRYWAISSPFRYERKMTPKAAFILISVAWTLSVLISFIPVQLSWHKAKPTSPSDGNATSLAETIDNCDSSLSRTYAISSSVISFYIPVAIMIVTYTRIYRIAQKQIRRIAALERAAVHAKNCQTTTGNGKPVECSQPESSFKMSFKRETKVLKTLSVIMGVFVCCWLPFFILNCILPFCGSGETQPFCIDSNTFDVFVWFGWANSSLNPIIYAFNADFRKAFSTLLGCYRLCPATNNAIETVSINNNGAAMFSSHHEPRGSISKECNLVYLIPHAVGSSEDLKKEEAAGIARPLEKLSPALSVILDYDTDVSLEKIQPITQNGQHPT
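Tetracycline-induced HEK293 TREx D1 cells, force-coupled to calcium signalling, were dye-loaded with a no-wash calcium kit. Compound was pin-added after a 10 s baseline. Fluorescence was read kinetically at 1 cycle/s for 180 s, with calcium rises flagged as agonism.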
GRP78 ERSR act = induces the endoplasmic reticulum stress response in human glioma cells. U87-MG GRP78 promoter luciferase reporter, 16 h. Potency, µM, for inactives: at the top dose activation, usual class: activators. AID 602332. 0.02% of 420,000 active; also: potency is read from the fitted curve at half-maximal effect; series mostly up to about 76 µM; % of control where 0% means no effect; nearly all actives have a fitted effect of over 35% in size
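Stably transfected U87-MG glioma cells carrying a GRP78-based luciferase sensor; 16 h compound incubation. Luminescence end-point read 10 min after Bright-Glo addition at room temperature.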
D1 PAM = potentiators of human D1 dopamine receptor; P21728; HEK293 TREx D1 cells, calcium flux, dopamine EC20 potentiation; potentiation, % at 10 µM; 0.036% of 360,000 active; AID 504651; in the data active = potentiation above about 30%; also: 0% is about no effect
D1 antag = antagonists of human D1 dopamine receptor; activity change, negative = inhibition, % at 10 µM; AID 504652; HEK293 TREx D1 cells, calcium flux, dopamine EC80; stronger effect = lower value; 3.2% of 360,000 active; P21728; in the data active = activity change below about -30%; also: % is scaled to controls: 0 for no effect and ±100 for the full control effect
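Tetracycline-induced HEK293 T-REx cells with force-coupled D1 receptor were loaded with a no-wash calcium dye. Compound was added after a 10 s baseline and read kinetically for 180 s; EC80 dopamine was then added and calcium flux followed another 180 s.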
RXFP1 ag = agonists of human relaxin receptor RXFP1; Q9HBX9; HEK293T-RXFP1 cAMP TR-FRET, 30 min; response scale: percent of porcine relaxin response, buffer zero; Potency, µM (top dose mostly 57.5 µM), inactives show at the highest dose activation, usual class: activators; 0.3% of 370,000 active; also: potency is read from the fitted curve at half-maximal effect; % is scaled to controls: 0 for no effect and ±100 for the full control effect; nearly all actives have a fitted effect of over 60% in size; many of its hits are not listed in these tables
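HEK293T cells stably expressing RXFP1 were pretreated with the PDE4 inhibitor Ro 20174, exposed to compounds for 30 min at 37C, lysed, and cAMP was read by TR-FRET. Data normalized to buffer (basal) and 29 nM porcine relaxin (100%).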
D2 potentiator = positive allosteric modulators of human D2 dopamine receptor; HEK293 T-REx D2, calcium flux, EC20 dopamine potentiation; 0.34% of 340,000 active; P14416; potentiation, % at 10 µM;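 active = potentiation over 3 SD above the plate norm, cut at about 30% in these data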; also: 0% is about no effect
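Potentiation of an EC20 dopamine calcium response measured kinetically over 180 s, after a preceding 180 s compound-only read flagging agonists. Cells: inducible Hek293 Trex D2 line, 4000/well, cultured overnight at 30 C before dye loading.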
Vif-APOBEC3F blk = Vif-A3F binding inhibition. 0.2% of 390,000 active. Potency, µM (doses to about 46.1 µM), for inactives: top-dose activity, negative = active. HeLa A3F-eYFP + Vif (tagged APOBEC3F with the HIV-1 protein that degrades it), YFP fluorescence increase; also: potency is read from the fitted curve at half-maximal effect; % of control where 0% means no effect; nearly all actives have a fitted effect of over 65% in size
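Fluorescence increase (Ex 488/Em 500-530) after overnight compound treatment at 37 deg C flags inhibition of Vif-driven A3F-eYFP loss in stable HeLa A3F-eYFP/Vif cells seeded overnight beforehand.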
LDHA inh = inhibitors of human lactate dehydrogenase A | P00338 | purified LDHA, NADH/diaphorase-resazurin fluorescence; stronger effect = lower value | activity change, % (values are at about 110 or 230 µM) | 0.15% of 480,000 active; in the data active = activity change below about -30%; inconclusive = mostly about -25% to -30%;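 also: plate controls were DMSO wells for no effect and wells without enzyme for full effect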
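Human LDH5 at 2 nM final in Tris HCl pH 7.4 with 0.06 mM NADH and 0.2 mM pyruvate, reacted 5 minutes at room temperature. Remaining NADH coupled via diaphorase/resazurin; resorufin fluorescence read at 0 and 20 minutes, normalized to enzyme-free and DMSO wells.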
Vif-APOBEC3G blk = Vif-A3G binding inhibition | Q9HC16 | HeLa A3G-eYFP + Vif (tagged APOBEC3G with the HIV-1 protein that degrades it), YFP fluorescence, overnight | Potency, µM (titrated, usually from 46.1 µM), for the others: at the highest dose activity, negative = active, actives largely listed as inhibitors | 0.076% of 410,000 active | AID 602310;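 also: potency is read from the fitted curve at half-maximal effect; % is scaled to controls: 0 for no effect and ±100 for the full control effect; nearly all actives have a fitted effect of over 60% in size; hits raise eYFP signal because A3G escapes Vif-driven loss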
Target sequence (Q9HC16 whole entry, looked up): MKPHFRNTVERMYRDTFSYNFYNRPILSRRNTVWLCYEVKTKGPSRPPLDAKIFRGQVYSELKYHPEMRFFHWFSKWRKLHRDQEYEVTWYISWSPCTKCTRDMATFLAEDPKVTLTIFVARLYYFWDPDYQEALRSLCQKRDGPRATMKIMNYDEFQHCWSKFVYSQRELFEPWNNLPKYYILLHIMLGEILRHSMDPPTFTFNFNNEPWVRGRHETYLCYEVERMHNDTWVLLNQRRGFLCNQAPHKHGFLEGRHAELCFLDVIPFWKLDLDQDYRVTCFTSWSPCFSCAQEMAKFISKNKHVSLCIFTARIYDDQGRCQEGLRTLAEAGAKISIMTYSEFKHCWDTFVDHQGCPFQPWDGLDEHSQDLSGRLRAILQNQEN
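HeLa cells stably expressing Vif and C-terminally eYFP-tagged A3G, seeded overnight at 37 deg C, then exposed to compound by pintool overnight at 37 deg C. Rise in yellow fluorescence (Ex 488/Em 500-530, Acumen) marks blocked Vif-driven A3G degradation.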
Starred values were filed as active, the others as inactive; ? = inconclusive; . = not tested or not shown; & = joins results of further samples. Unless noted, calls follow the shape of the dose curve; as a rule, active = well fitted curve in the direction sought with a large enough effect; inconclusive = small, poorly fitted or top-dose-only effect, or another doubt; inactive = no such curve, though single readings can be large; an effect the other way counts as inactive or inconclusive. Some of the compounds tested; the hit share may differ from the screen's.

Sequence of screens – D1 agonist	GRP78 ERSR act	D1 PAM	D1 antag	RXFP1 ag	D2 potentiator	Vif-APOBEC3F blk	LDHA inh	Vif-APOBEC3G blk
O=C(NC(=S)NC(c1ccccc1)c1ccncc1)c1ccccc1 (centres undefined)
    3	-3%	5	-10	0.1%	-4	4%	-9	2%
C/C(=N\NC(=O)CSCc1ccc([N+](=O)[O-])cc1)c1cccc(Br)c1
    4	-4%	-12	-8	2.1%	.	-6%	-5	3%
O=C(NCc1ccco1)c1c[nH]c2ccc(S(=O)(=O)N3CCOCC3)cc2c1=O
    -2	4%	3	25	0.8%	2	-12%	-2	-6%
CN(CC(=O)Nc1ccc(N2CCOCC2)cc1)C(=O)CCNC(=O)c1ccccc1Cl
    2	-3%	-3	-2	-0.5%	11	10%	1	0%
CC(=O)OCC(=O)C1(O)CCC2C3CC(F)C4=CC(=O)CCC4(C)C3C(=O)CC21C (centres undefined)
    .	3%	.	.	.	.	-3%	-5	0%
CC(=O)c1ccc(NC(=O)CSc2nc3nn(-c4ccccc4)c(=O)c-3c3n2CCCCC3)cc1
    .	-5%	.	.	.	.	-11%	-9	-5%
O=C1NC(=S)SC1=C1CCCC1
    2	-2%	11	-2	0.8%	.	5%	-5	0%
Cc1cccc(N2CC(C(=O)NC3CCCCCC3)CC2=O)c1C (centres undefined)
    .	-2%	.	.	.	.	0%	-2	1%
CCOc1ccc(NC(=O)CNC(=O)c2cn(-c3ccccc3OC)c(=O)c3ccccc23)cc1
    2	-1%	-4	10	-0.8%	-4	-1%	-11	0%
CCCCN(C)CCCNC(=O)Cn1ncc2c3ccccc3n(Cc3ccccc3F)c2c1=O
    9	-1%	-4	6	?	-11	?	-3	-4%
CC1CCCN(CCCNC(=O)CN2C(=O)COc3ccc(S(=O)(=O)N4CCOCC4)cc32)C1 (centres undefined)
    0	3%	-3	0	-0.9%	-8	-26%	-9	2%
N#C/C(C(=O)N1CCOCC1)=c1/s/c(=C\c2ccccn2)c(=O)n1-c1ccccc1
    0	-3%	-4	-26	-0.9%	7	-1%	-6	1%
COc1cc(C(=O)Nc2sc3c(c2C#N)CCCC3)c(Br)c(OC)c1OC
    2	-8%	3	3	1.7%	-1	-7%	-7	?
CC(=O)N1CCc2cc(N=NC3=C(O)CCCC3=O)ccc21
    4	-9%	-1	-9	3.0%	6	4%	4	7%
CCN1C(=O)[C@H]2[C@@H](c3ccc(OC)cc3)N[C@]3(CCCN(Cc4ccc(C(F)(F)F)cc4)C3=O)[C@H]2C1=O
    .	-2%	.	.	.	.	-10%	1	4%
Nc1cc(N2CCCCC2)c([N+](=O)[O-])cc1Cl
    0	-4%	4	6	-1.2%	1	-4%	3	-1%
Cc1ccc(-n2nc(C(=O)N3CCN(c4cc(C)ccc4C)CC3)c3c4ccccc4n(C)c3c2=O)cc1
    1	.	3	7	7.2%	2	.	0	.
CC(=O)Oc1ccc2c(=O)c(-c3nc4ccccc4s3)coc2c1
    8	-3%	-7	-17	0.6%	-2	10%	-3	-1%
COc1cc(SC)ccc1C(=O)N1CCc2ccccc21
    2	0%	1	-22	-1.8%	2	-6%	-5	-1%
COc1cc(C(=O)N2CCN(C3=NS(=O)(=O)c4ccccc43)CC2)cc(OC)c1OC
    .	-2%	.	.	.	.	-4%	-7	-1%
O=C(NCC1CCCO1)c1ccccc1NS(=O)(=O)c1ccc(Br)s1 (centres undefined)
    .	-5%	.	.	.	.	-16%	-5	-1%
O=C(C/C=N/OCc1ccc(Cl)cc1Cl)c1ccccc1
    5	2%	0	16	1.3%	-2	-7%	-2	-1%
CCn1cc(CNC(=O)c2ccc3nc(Cc4ccccc4F)oc3c2)cn1
    21	4%	-1	-15	0.4%	-5	-10%	-3	1%
COc1ccc(OCC(=O)Nn2c(-c3ccc(OC)cc3)nc3ccccc3c2=O)cc1
    2	-1%	2	0	-0.7%	26	2%	1	0%
c1ccc(-c2nnn(C34CC5CC(CC(C5)C3)C4)n2)cc1
    5	1%	6	47	2.9%	5	-2%	-2	-1%
CC1CC(NC(=S)N(C)C)CC(C)(C)C1 (centres undefined)
    .	0%	.	.	.	.	-1%	0	1%
CC1(c2nc3ccccc3cc2C#N)OCCO1
    .	-3%	.	.	.	.	-1%	-2	1%
CCOc1ccc(CNC(=O)CCCn2nc(C)c3sc4ccccc4c3c2=O)cc1
    5	-5%	-1	-3	0.4%	3	7%	-7	-7%
Cc1ccc(-c2cc(C(=O)N3CC(C)CC(C)C3)c3ccccc3n2)o1 (centres undefined)
    -3	1%	0	19	3.2%	21	6%	0	5%
Cc1cccc(CNC(=O)Cn2ccc3cc(S(=O)(=O)N4CCCCCC4)ccc32)c1
    3&14	-2%&-2%	11&-1	13&-6	-0.7%&-0.6%	0&7	0%&3%	-2&5	-3%&-1%
CCCCCCOc1ccc(OCC(O)CN2C(=O)NC(C)(C)C2=O)cc1 (centres undefined)
    5	6%	1	19	-1.5%	-1	-1%	-8	-2%
O=C(COC(=O)c1nc(Cl)ccc1Cl)Nc1ccccc1OC(F)F
    -4	-4%	-2	4	2.3%	-4	3%	-4	1%
O=C(NCc1cccc(C(F)(F)F)c1)c1ccc2c(c1)OCCO2
    2	8%	-2	-2	-1.5%	-3	?	-2	3%
C=CCn1c(Cc2cccs2)nnc1SCC(=O)NC1CC1
    2	-3%	8	12	-1.6%	12	3%	-4	1%
CCC(C)C(=O)C(=O)N1CCC(n2nccc2NC(=O)CCOc2ccccc2)CC1 (centres undefined)
    .	-3%	.	.	.	.	-2%	-7	0%
Cc1cc(SCC(=O)N/N=C/c2ccc(O)c(O)c2O)c(C)cc1Br
    4	-6%	-10	-27	1.8%	-2	1%	37	-10%
O=C(OCc1nc2ccccc2[n+]([O-])c1C(=O)c1ccccc1)c1cccnc1
    1	-3%	7	7	0.7%	8	-1%	1	5%
O=C(CSc1nnc(SCc2ccccc2)s1)N/N=C/C=C/c1ccccc1[N+](=O)[O-]
    1	-4%	-7	-4	0.2%	8	1%	-3	-1%
c1ccc(Nc2nc(-c3cccnc3)cs2)nc1
    1	-7%	-5	-30	-1.7%	-9	1%	-6	0%
Cc1ccccc1NC(=S)N(CCN1CCCCC1)Cc1ccco1
    4	4%	-2	-7	-0.9%	0	15%	-2	0%
Cc1nn2c(=O)cc(COC(=O)c3ccc(NC(=O)C4CCCCC4)cc3)nc2s1
    0	-2%	-1	-15	0.5%	11	0%	-6	-6%
COc1ccc(CC2(CO)CCN(Cc3ccc4c(c3)CCO4)CC2)cc1
    13	-5%	4	6	-3.7%	-13	1%	-8	0%
O=C(CCCN1C(=O)C(c2ccccc2)Oc2cccnc21)NCc1ccc(F)cc1 (centres undefined)
    1	-4%	-1	3	3.5%	4	-1%	-2	1%
CC1CN(C(=O)CCCN2C(=O)c3ccccc3C2=O)CC(C)O1 (centres undefined)
    4	-3%	-2	6	2.7%	-3	-2%	1	-3%
Cc1nnc(N/N=C/c2ccccc2F)n1N
    1	0%	0	-3	-1.2%	2	?	6	-11%
CCC1=C(OC(=O)N(CC)CC)N2C(=O)OC(=NCC(=O)OC)[C@]2(C)[C@H]2C1=CC[C@H]1C(=O)N(CC)C(=O)[C@H]12
    3	-3%	1	40	0.0%	-1	4%	-1	0%
O=C(O)Cc1ccc(-n2cccc2)cc1
    3	-6%	-5	8	3.9%	0	11%	-16	9%
COCCn1nnnc1C(c1ccc(OC)c(OC)c1)N1CCc2ccccc21 (centres undefined)
    1	-4%	0	-7	3.2%	2	-8%	1	1%
COc1ccc(CCNC(=O)C(=O)NCCC2CCCCN2S(=O)(=O)c2ccccc2)cc1 (centres undefined)
    10	-6%	-9	-15	-0.9%	2	-10%	1	2%
O=C(CN(C(=O)Cn1nnc(-c2ccc(F)cc2)n1)c1cccc(F)c1)NC1CCCC1
    1	-3%	0	-6	-2.0%	9	-16%	-7	7%
O=C(Nc1ccccc1)C(CCCCN1C(=O)c2ccccc2C1=O)N1C(=O)c2ccccc2C1=O (centres undefined)
    .	-1%	.	.	.	.	14%	-5	1%
COc1ccccc1/C=C(/NC(=O)c1ccccc1)C(=O)NCCN1CCOCC1
    1	-4%	-2	-12	1.3%	0	-12%	-4	3%
COc1cccc(CN(C)C(=O)c2cc(COc3ccc(-n4cncn4)cc3)on2)c1
    14	-1%	-11	-23	-2.6%	10	-8%	-5	1%
O=C(N/N=C/c1ccccn1)C12CC3CC(CC(C3)C1)C2
    0	-4%	5	14	-1.5%	-26	0%	-7	-1%
COc1ccc(-n2nc(C(=O)NCC(=O)N3CCN(Cc4ccccc4)CC3)c3ccccc3c2=O)cc1
    4	2%	-11	-13	0.0%	6	1%	-4	-2%
O=C(CN1CCN(S(=O)(=O)N2CCOCC2)CC1)Nc1cc(Cl)cc(Cl)c1
    3	-1%	-4	-10	-1.3%	.	14%	-9	-1%
O=C(NCCc1nnc2ccc(N3CCCC3)nn12)c1ccccc1
    .	3%	.	.	.	.	3%	-1	0%
COc1ccc(CCC(=O)Nc2cc(Cl)ccc2OC)cc1
    2	-4%	8	-18	-0.6%	-7	-4%	-2	-21%
Cc1cc(=O)oc2c(N)c(O)ccc12
    3	1%	-10	-8	-4.9%	-8	-7%	6	6%
COc1ccccc1N1CCN(C(=O)c2noc(C(C)C)c2[N+](=O)[O-])CC1
    1	-5%	5	-1	-1.2%	-7	-2%	-2	-1%
Brc1cnc2nc[nH]c2c1
    3	-3%	1	-5	0.8%	.	-5%	-2	0%
O=C(NCc1nc2ccccc2[nH]1)c1cc2ccccc2oc1=O
    1	-7%	0	-20	3.5%	-6	-9%	-2	4%

From PubChem
